Dynein cargo inh = inhibitors of GR-EGFP nuclear translocation, primary screen, dynein cargo transport inhibitor project, imaging, high-content, 3617.4 mouse cells | 220,000 compounds, 0.47% hits | z-score, hits read low | test concentration mostly 20 µM; stimulated with dexamethasone, 1 µM; active compounds read low;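 active = plate z-score of nuclear minus cytoplasmic receptor signal below a set negative limit, without overly bright fluorescence or cell loss, cut at about -3.5 in these data, passing the limit was not always enough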;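 also: z-score of nuclear minus cytoplasmic ring GR-EGFP intensity difference per well; some compounds called inactive have numbers as strong as hits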
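Medium: Induction medium lacking tetracycline, stripped serum | Probe or stimulus: 1.0 µM final dexamethasone stimulus | Schedule: 48 h induction, then 1 h compound, then 30 min agonist, 37 °C | Signal: Automated 10x imaging of fixed Hoechst-stained cells | Evaluation: Per-cell GR-EGFP intensity, nucleus versus surrounding cytoplasmic ring, well-averaged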
Yfh1-depleted yeast = enhancers of respiration in Yfh1-depleted yeast, dose response, Friedreich's ataxia, plus single-dose screen (AID 1465); S. cerevisiae Yfh1-off respiration, WST-1 reduction, 72 h; higher fold induction means a stronger effect; fold induction at 50 µM, or EC50 in µM where a hit was titrated; 220,000 compounds, 0.074% hits;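 active = fold induction of absorbance versus untreated yeast above a set limit, then at least 30% activation at any dose in follow-up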;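 also: activators that raise dye reduction in frataxin-depleted yeast; strong numbers were not always called active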
Autophagy HCS = autophagy modulators in MEF cells, primary screen, imaging, high-content, MEF GFP-LC3 | MEF GFP-LC3 puncta imaging; test concentration mostly 10 µM | calls only at 10 µM (by protocol) | 190,000 compounds, 0.98% hits | AID 463193, 2010;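 active = percentage of spot-positive cells more than 3 SD above its plate mean, without a fluorescence outlier flag or 80% toxicity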;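 also: spot-positive cell cutoff set from DMSO-treated cells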
P. falciparum M17LAP = P. falciparum M17LAP inhibitors, primary screen, biochemical, fluorogenic H-Leu-NHMec substrate, 1536-well (AID 1619); 220,000 compounds, 0.38% hits; Leucine aminopeptidase (Plasmodium falciparum (isolate 3D7)); inhibition, % at 30 µM; hits with a dose series show IC50 in µM; recombinant M17LAP, H-Leu-NHMec fluorogenic kinetic assay; higher % means a stronger effect;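 active = compound inhibiting the enzyme by more than half at any dose during confirmatory dose-response retesting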;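 also: plate controls were full reaction with DMSO carrier for no effect and no enzyme background for full effect; strong numbers were not always called active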
Insulin prom up = insulin promoter activators in MIN6 cells, imaging, high-content screening, mouse beta cells | MIN6 insulin promoter-GFP reporter; active compounds read high | 190,000 compounds, 0.3% hits | z-score at 5 µM;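 active = z-score above 3 at 5 µM with at least 500 cells counted in the well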
MT stabilize HCS = microtubule stabilizers in HeLa cells, primary screen, imaging, high-content imaging | AID 2205, 2009 | 200,000 compounds, 0.83% hits | % tubulin-high responders, % at 10 µM | HeLa tubulin immunostaining HCS, 24 h; share of cells brighter than vehicle mean+2SD;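 active = plate Z-score above 3 for both tubulin-high and condensed-nucleus cell shares, with cell loss under 80%, at 10 µM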;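 also: anti alpha tubulin signal scored within the nucleus-defined area of each cell; some results filed as inactive read as strong as hits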
M1AAP inhibition = P. falciparum M1AAP inhibitors, biochemical, fluorogenic H-Leu-NHMec substrate, 1536-well (AID 1445). Aminopeptidase N (Plasmodium falciparum (isolate 3D7)). recombinant M1AAP, H-Leu-NHMec fluorogenic kinetic assay; higher % means a stronger effect. 220,000 compounds, 0.42% hits. one-dose inhibition, % at 30 µM; IC50 in µM for titrated hits;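 active = primary inhibition above the hit cutoff, then over 50% inhibition at one or more dose response concentrations, cut at about 23% in these data, passing the limit was not always enough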;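 also: plate controls were DMSO full reaction for no effect and no enzyme background for full effect; strong numbers were not always called active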
ER stress rescue = rescue of cells from ER stress-induced death, primary screen, 384-well, CSM14.1, thapsigargin, ATP luminescence (AID 1222); CSM14.1 thapsigargin-induced death rescue, ATP luminescence; higher % means a stronger effect; cellular ATP content (survival), % at 20 µM; hits with a dose series show EC50 in µM; 190,000 tested, under 10 active;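 active = EC50 below 50 µM in the dose-response confirmation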;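 also: death triggered by thapsigargin at about 15 µM added after 2 h compound pretreatment; cell ATP read after overnight thapsigargin exposure of roughly 18 to 22 hours; normalized against plate controls of thapsigargin alone and 5% DMSO vehicle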
Hep lipid drop = inhibitors of hepatocyte lipid droplet formation, primary screen, imaging, high-throughput imaging, BODIPY stain. AML12 mouse hepatocytes, oleate lipid droplets. inhibition, % at 6.5 µM. 240,000 compounds, 0.4% hits;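 active = lipid droplet intensity inhibited by at least 50%, with more than 500 cells counted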
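Test system: AML12 hepatocytes (mouse); reagent: oleate loading, 100 µM; dosing: one dose, 6.5 µM compound; incubation: overnight exposure; signal: fluorescence imaging, 20x objective, two fields per well; read-out basis: % inhibition of corrected integrated BODIPY droplet signal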
Dynein cargo inh cytoplasmic EGFP = further read-out of Dynein cargo inh, marked with its call; z-score; measured here: cytoplasmic GR-EGFP intensity; active compounds read high
Dynein cargo inh nuclear GR-EGFP = second read-out of Dynein cargo inh, no call of its own (marks repeat the call); z-score; measured here: nuclear GR-EGFP intensity;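 lower value marks the stronger effect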
Dynein cargo inh cell count = recorded beside Dynein cargo inh, whose call it bears; z-score; measured here: cell count per field
Insulin prom up cell count = also measured in Insulin prom up; calls as there; cell count; measured here: cytotoxicity, nuclei count;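 total cells summed across four imaged fields per well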
Hep lipid drop cells 6.5 µM = recorded beside Hep lipid drop, whose call it bears; cell count; measured here: cell count, cytotoxicity flag;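 cells counted across two imaged fields per well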
MT stabilize HCS Hoechst-high % = second read-out of MT stabilize HCS, no call of its own (marks repeat the call); % Hoechst-high responders; measured here: nuclear condensation Hoechst responders;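 share of cells brighter than vehicle mean plus two SD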
MT stabilize HCS cytotoxicity % = recorded beside MT stabilize HCS, whose call it bears; toxicity, %; measured here: cytotoxicity by cell density;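 0% = mean cell density of plate MIN control wells and 100% = no cells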
Autophagy HCS cell loss 18 h = recorded beside Autophagy HCS, whose call it bears; toxicity, %; measured here: cell loss, nuclei count;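 cell loss after 18 h compound exposure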
Active calls of the source: *; i = inactive; · = not tested or not shown.

SMILES	Dynein cargo inh	Dynein cargo inh cytoplasmic EGFP	Dynein cargo inh nuclear GR-EGFP	Dynein cargo inh cell count	Yfh1-depleted yeast	Autophagy HCS	Autophagy HCS cell loss 18 h	P. falciparum M17LAP	Insulin prom up	Insulin prom up cell count	MT stabilize HCS	MT stabilize HCS Hoechst-high %	MT stabilize HCS cytotoxicity %	M1AAP inhibition	ER stress rescue	Hep lipid drop	Hep lipid drop cells 6.5 µM
CCOC(=O)c1ccccc1NC(=O)/C(C)=C/C(=O)O	-0.79	-0.2	-0.42	0.67	i	i	-6	-8%	0.35	1672	1.2	2.0	8.2	3%	-1.0%	·	·
O=C(Cn1cc2c(n1)CCCC2)NC1CCCCCC1	-0.41	-0.19	-0.11	0.44	i	i	14	16%	-0.21	1819	1.3	2.1	0.8	0%	-2.8%	-21	512
O=C(O)COc1ccccc1-c1ccccc1	0.47	-0.11	0.36	-0.72	i	·	·	0%	-0.3	1375	·	·	·	-1%	·	-6	706
COc1ccccc1C1C2C(=O)N(c3ccccc3)C(=O)C2ON1c1ccccc1 (centres undefined)	-1.1	-0.24	-0.84	-0.16	i	i	11	-7%	0.14	1204	4.4	3.3	5.9	5%	-1.8%	10	764
c1csc(C(c2nnnn2C2CCCCC2)N2CCN(c3nc4ccccc4s3)CC2)c1 (centres undefined)	-0.67	-0.15	-0.07	1.2	i	i	-9	-9%	·	·	2.9	1.8	4.1	3%	0.4%	-14	657
CCCCSc1nc(C)c(CC(=O)OC)c(=O)[nH]1	0.64	-0.19	1.2	-0.2	·	i	14	7%	0.54	1038	5.0	2.3	2.5	1%	-2.5%	·	·
COc1ccccc1CNc1ccc(N2CCOCC2)c(C(=O)O)c1	-0.065	-0.22	0.063	0.33	i	i	-9	5%	0.18	1695	2.0	1.3	7.0	17%	0.5%	2	606
O=C(Nc1ccc2c(c1)OCO2)C1CC(c2ccc(Cl)cc2)=NO1 (centres undefined)	-0.38	-0.22	-0.89	0.19	i	i	0	-3%	-0.06	1465	2.6	2.6	4.5	7%	-1.2%	·	·
CCc1nc(SCC(=O)NCCc2ccccc2)c2oc3ccccc3c2n1	1.1	-0.061	0.012	-1.4	i	i	-3	6%	-0.57	1284	3.2	1.0	0.4	0%	-0.2%	·	·
Cc1n[nH]c(=O)nc1NCc1ccco1	-0.57	-0.1	-0.32	1.3	i	i	4	-2%	0.93	1469	2.7	1.3	0.8	4%	·	-9	604
O=c1ccc2[n+]([O-])c3ccc(O)cc3oc-2c1	-0.5	-0.19	-0.28	0.32	i	·	·	22%	-0.33	1281	·	·	·	9%	·	·	·
CC(=O)c1ccc(N2CCN(C(=O)Nc3ccc(F)cc3F)CC2)cc1	1.9	-0.29	0.13	-0.46	i	i	11	7%	0.52	1296	7.0	3.8	4.4	7%	2.6%	-11	678
O=C(NCCCCc1ccccc1)C1CC(c2ccc([N+](=O)[O-])cc2)=NO1 (centres undefined)	-0.55	-0.21	0.022	1.3	i	i	-22	7%	0.15	1465	2.8	2.0	6.7	0%	-0.6%	·	·
Cc1ccc(NC(=O)C2CCCN(S(=O)(=O)c3c(C)noc3C)C2)c(C)c1 (centres undefined)	0.56	-0.2	0.44	-0.32	i	i	-7	3%	0.89	1330	2.4	2.3	13	-1%	-0.5%	·	·
COc1ccc(OC)c(C(=O)COC(=O)CNC(=O)c2ccccc2)c1	-0.67	-0.25	-0.32	1.6	i	i	18	17%	-0.09	1429	4.2	1.4	6.2	1%	0.0%	3	665
Cc1ccc(C(=O)N2CCN(c3ccc(NC(=O)c4cccnc4)cc3)CC2)cc1	-0.57	-0.13	0.051	0.88	i	i	16	0%	-1.1	958	1.8	1.4	7.1	26%*	2.8%	16	735
CC(OC(=O)c1cn(-c2ccccc2)nc1-c1cccnc1)C(N)=O (centres undefined)	-0.11	-0.29	0.096	0.35	i	i	-5	1%	0.96	790	2.5	0.8	3.6	0%	-5.4%	-2	708
CCOC(=O)N1CCC(NC(=O)c2ccc3c(c2)N(Cc2ccc(C)cc2)CCS3)CC1	-0.79	-0.22	-0.39	0.15	i	·	·	-31%	-0.05	1929	3.6	1.7	5.0	0%	-1.9%	33	624
CCOC(=O)C(NC(C)=O)(OCc1ccccc1)C(F)(F)F (centres undefined)	0.4	-0.26	0.73	0.23	i	i	8	-11%	0.23	1209	3.3	1.4	7.9	2%	-3.5%	2	780
Cc1c(CC(=O)O)c(=O)oc2cc3oc4c(c3cc12)CCCC4	-0.6	-0.25	0.071	1.7	i	·	·	-8%	-0.61	1003	·	·	·	9%	·	-16	644
CO/N=C/C(C#N)c1ncc(C(F)(F)F)cc1Cl (centres undefined)	-0.099	-0.2	0.24	-0.011	i	i	-29	2%	·	·	2.3	1.4	9.4	10%	-2.3%	·	·
N#CC(C#N)=C1C=CC=CN1/C(=C\c1ccco1)C(=O)c1ccc(Cl)cc1	-3.5	1.7	-1.9	0.29	i	i	13	4%	-0.48	821	4.0	3.0	3.9	17%	3.0%	-5	664
COc1ccccc1OCc1csc(NC(=O)c2ccco2)n1	1.2	-0.26	1.1	-0.42	i	i	-1	5%	-0.66	1118	4.1	2.8	9.0	2%	0.7%	·	·
O=c1c(Cl)c(NCCCO)cnn1-c1nc2ccccc2[nH]1	-4.2*	1.2*	-2.1*	0.39*	i	i	16	-5%	-0.5	894	2.7	1.6	6.4	5%	-0.8%	·	·
C=CCNC(=O)CC(=O)N/N=C/c1cccc(C)c1	-0.15	-0.25	0.054	0.58	i	i	2	9%	-0.04	1242	2.7	3.1	8.2	3%	-1.5%	-5	700
Cc1ccc(S(=O)(=O)Nc2nc3ccccc3nc2NCC2CCCO2)cc1C (centres undefined)	-0.075	-0.19	-0.073	0.69	i	·	·	-7%	0.08	1114	·	·	·	19%	·	-4	751
CC(C)CNC(=O)c1cc2nc3c(c(C(F)(F)F)n2n1)CCc1ccccc1-3	-0.88	-0.14	-0.16	1	i	i	-5	1%	-1.2	818	2.8	1.6	8.8	-1%	0.6%	8	765
O=C1CC(c2ccc(Br)cc2)NC(c2ccc(Br)cc2)C1c1ccccc1 (centres undefined)	-0.19	-0.16	-0.084	0.035	i	i	-12	5%	·	·	2.4	2.5	6.3	-2%	-1.7%	-14	660
Cc1ccccc1CN(C)CC(=O)Nc1ccccc1Oc1ccccc1	-0.52	-0.32	-0.44	0.83	i	i	-5	9%	·	·	3.7	1.7	11	5%	-0.8%	-8	677
CCc1ccc(NC(=O)N2CCC(c3ccccc3)C2)cc1 (centres undefined)	-0.28	-0.19	-0.0024	-0.21	i	i	-8	7%	0	1239	2.2	2.4	6.0	1%	-16%	6	680
CCOc1ccccc1NC(=O)[C@@H](NC(=O)c1cccc(S(=O)(=O)N2CCOCC2)c1)C(C)C	-0.33	3.1	0.69	-0.65	i	i	-12	-2%	-0.3	1219	1.9	3.2	4.1	-2%	-0.2%	-26	632
CCOc1ccc2nc(C(C)O)[nH]c2c1 (centres undefined)	-0.032	-0.25	-0.084	-1.1	i	i	-3	-1%	·	·	2.5	2.2	8.3	2%	-0.3%	-2	752
CCOC(=O)N1CCN(C(=O)Nc2ccccc2)CC1	-0.5	-0.18	-0.007	1.1	i	i	8	5%	-0.3	1469	3.6	1.7	7.9	0%	1.4%	15	747
COc1nc(NCc2ccco2)nc(N2CCC(C)CC2)n1	-0.2	-0.13	0.29	0.27	i	i	-26	3%	0.46	1341	3.3	2.2	6.4	4%	-0.8%	·	·
CC(C)OCCCNc1nc2c(-c3ccccc3)nnn2c2ccccc12	3	-0.18	2.9	-1.7	·	i	32	-7%	-0.74	1130	4.8	2.4	15	2%	-3.0%	3	745
Cc1ccccc1C(=O)OC(C)CN1CCOCC1 (centres undefined)	-0.42	-0.29	0.028	0.63	i	i	9	0%	-0.35	1406	1.8	1.6	9.3	1%	0.3%	4	760
Cc1ccc(CNC(=O)CCCCCNc2nc(=S)[nH]c3ccccc23)cc1	0.65	-0.14	0.72	-1.5	i	i	-6	9%	-0.43	1298	2.7	1.0	6.8	-2%	-2.3%	-22	629

Compound activity deposited in PubChem BioAssay by several laboratories.
